HEK293 tox: Cytotoxic Profiling in HEK 293 Cell Line of Diverse Libraries Using Quantitative High-Throughput Screening; HEK 293 viability, ATP luminescence (CellTiter-Glo), 48-72 h; Potency, µM (highest dose often 115 µM), for the others: top-dose activity change, negative = cytotoxicity, actives largely listed as inhibitors; 6.6% of 94,000 active; AID 1345083, 2018; further: potency means the concentration at half of the fitted maximal effect; nearly all actives have a fitted effect of over 60% in size
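Cells seeded first (HEK 293, 250 cells/well), then compound added by pintool. Incubation ran 48 or 72 hr at 37 degree Celsius. CellTiter-Glo was added and luminescence imaged after 10 min at room temperature.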
SNCA viab count: GF-AFC viability counterscreen for inhibitors of alpha-synuclein gene (SNCA) expression | HEK-293-SNCA-luc viability, GF-AFC fluorescence, 24 h | Potency, µM (titrated, usually from 57.1 µM), for the others: at the highest dose activity change, negative = cytotoxicity, hits mostly cytotoxic | 0.12% of 150,000 active | AID 1671193, 2021;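 further: potency means the concentration at half of the fitted maximal effect; 0% = DMSO-treated cells and -100% = medium-only wells without cells; nearly all actives have a fitted effect of over 30% in size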
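Cytotoxicity counterscreen: after 24 h compound treatment of genome-edited SNCA-luciferase HEK-293 cells, live-cell protease substrate GF-AFC read by fluorescence after 30 min; activity scaled between DMSO (0%) and medium-only (-100%), curves Hill-fitted.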
FLuc inh: Firefly luciferase inhibition profiling of diverse chemical library using quantitative high-throughput screening; Luciferin 4-monooxygenase (Photinus pyralis), P08659; Potency, µM (titrated, usually from 115 µM), inactives show at the top dose activity change, negative = inhibition, actives largely listed as inhibitors; 2.5% of 76,000 active; AID 1347043, 2019; purified P. pyralis luciferase, luminescence, biochemical; further: potency means the concentration at half of the fitted maximal effect; nearly all actives have a fitted effect of over 65% in size
Target sequence (P08659 whole entry, looked up): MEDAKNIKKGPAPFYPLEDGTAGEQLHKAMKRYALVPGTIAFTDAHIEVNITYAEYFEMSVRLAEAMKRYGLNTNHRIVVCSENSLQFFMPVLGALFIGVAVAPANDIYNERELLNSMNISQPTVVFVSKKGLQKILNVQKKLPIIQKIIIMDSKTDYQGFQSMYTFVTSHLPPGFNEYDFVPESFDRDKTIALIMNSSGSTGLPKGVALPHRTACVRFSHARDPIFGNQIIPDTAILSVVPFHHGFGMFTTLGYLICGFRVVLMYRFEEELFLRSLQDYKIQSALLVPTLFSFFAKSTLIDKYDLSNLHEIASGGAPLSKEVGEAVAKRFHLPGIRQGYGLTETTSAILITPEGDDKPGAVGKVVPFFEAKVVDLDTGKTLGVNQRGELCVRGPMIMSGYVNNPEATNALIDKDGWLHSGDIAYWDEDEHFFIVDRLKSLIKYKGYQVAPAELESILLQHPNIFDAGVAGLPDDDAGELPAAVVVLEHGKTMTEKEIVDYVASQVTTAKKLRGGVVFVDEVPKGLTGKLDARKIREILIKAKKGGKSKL
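FLuc 10nM, D-luciferin 10uM, ATP 10uM, Mg acetate 10mM, Tris acetate pH 7.5, Tween/BSA; cpd qHTS; enzyme added last; CCD luminescence.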
IP6K1 inhibitor: Primary qHTS assay for small molecule inhibitors of Inositol hexaphosphate kinase 1 (IP6K1); AID 1645851, 2021; 0.81% of 140,000 active; activity change, % (series mostly up to about 58 µM); IP6K1 kinase, ADP-Glo luminescence, 2 h; stronger effect = lower value; Inositol hexakisphosphate kinase 1 (Homo sapiens), Q92551; in the data active means activity change below about -25%
Target sequence (Q92551 whole entry, looked up): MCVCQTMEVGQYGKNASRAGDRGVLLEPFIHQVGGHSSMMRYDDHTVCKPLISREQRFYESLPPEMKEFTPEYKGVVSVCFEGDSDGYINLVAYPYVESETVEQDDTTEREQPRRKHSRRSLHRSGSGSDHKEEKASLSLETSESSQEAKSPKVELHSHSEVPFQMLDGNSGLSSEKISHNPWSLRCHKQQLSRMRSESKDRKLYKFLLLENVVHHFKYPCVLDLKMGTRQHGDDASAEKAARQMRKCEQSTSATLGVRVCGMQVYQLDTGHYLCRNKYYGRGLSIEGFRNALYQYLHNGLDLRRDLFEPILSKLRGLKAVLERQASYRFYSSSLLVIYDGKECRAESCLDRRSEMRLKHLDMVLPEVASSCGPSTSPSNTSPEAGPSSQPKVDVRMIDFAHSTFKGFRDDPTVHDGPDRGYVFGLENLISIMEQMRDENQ
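ADP-Glo luminescence measures ADP made by human IP6K1 during a 2 h RT reaction with ATP/IP6 (mix at 1.3 mM/130 uM); top library doses 57.5 and 19.1 uM final.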
SNCA expr inh: Primary qHTS assay for inhibitors of alpha-synuclein gene (SNCA) expression | AID 1671194, 2021 | 0.17% of 140,000 active | HEK-293 SNCA-luciferase knock-in, luminescence, 24 h | Potency, µM (series often up to 57.2 µM), inactives show at the top dose activity change, negative = inhibition, most hits filed as inhibitors;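 further: potency means the concentration at half of the fitted maximal effect; plate controls were DMSO cells for no effect and cell-free wells for full effect; nearly all actives have a fitted effect of over 45% in size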
3T3 cytotox: Cytotoxic Profiling in NIH 3T3 Cell Line of Diverse Libraries Using Quantitative High-Throughput Screening | Potency, µM (doses to about 96.7 µM), for inactives: at the highest dose activity change, negative = cytotoxicity, actives largely listed as inhibitors | NIH 3T3 viability, CellTiter-Glo ATP luminescence, 48-72 h | 4.3% of 94,000 active; further: potency means the concentration at half of the fitted maximal effect; nearly all actives have a fitted effect of over 55% in size
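Luminescent ATP readout (CellTiter-Glo, 10 min RT) after 48 or 72 hr compound exposure of NIH 3T3 cells seeded at 400 cells/well in 1536-well format; quantitative HTS.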
GPT2 inhibitor: Primary qHTS assay for inhibitors of Glutamate pyruvate transaminase 2 (GPT2). Recombinant GPT2, coupled pyruvate oxidase/HRP Amplex Red fluorescence. Alanine aminotransferase 2 (Homo sapiens), Q8TD30. 0.25% of 100,000 active. Potency, µM (titrated, usually from 57.7 µM), inactives show top-dose activity change, negative = inhibition, most hits filed as inhibitors. AID 1671188, 2021; further: potency means the concentration at half of the fitted maximal effect; nearly all actives have a fitted effect of over 60% in size; many of its hits are not listed in these tables
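Inhibition is scored from Amplex Red fluorescence generated when pyruvate oxidase and HRP act on pyruvate released by GPT2. Reactions contain 10ng/uL enzyme, 250uM a-KG and 2mM L-alanine and run 30 min at room temperature.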
An asterisk follows results filed as active; i = inactive; ? = inconclusive; . = no result given; [ ] = another dose, or the depositor's remark. Unless noted, the call rests on the fitted dose curve; in most records, active means well fitted curve in the direction sought with a large enough effect; inconclusive means small, poorly fitted or top-dose-only effect, or another doubt; inactive means no such curve, though single readings can be large; an effect the other way counts as inactive or inconclusive. Unless noted, on the % scale 0 is the no-effect control and ±100 the full control effect. Some of the compounds tested; the hit share may differ from the screen's.

SMILES | HEK293 tox | SNCA viab count | FLuc inh | IP6K1 inhibitor | SNCA expr inh | 3T3 cytotox | GPT2 inhibitor
COc1cccc(C(=O)NCC2Cn3cccc3C(=O)N2CC(C)C)c1 (stereo not given) | -19% | -1% | -5% | 1 | 0% | -9% | i
Cc1ccc(-c2cc3c(=O)n(CCNC(=O)c4cnccn4)ccn3n2)cc1C | -45% | 0% | -15% | 0 | -5% | -8% | -1%
Cc1ccc(C)c(N2CCN(C(=O)c3ccc4c(Cl)c5c(nc4c3)CCCC5)CC2)c1 | . | 18% | . | -9 | 13% | . | .
CC(C)c1ccc(CC(=O)N2CCCc3ncc(C(=O)N(C)c4ccccc4)cc32)cc1 | ? | -23%[87.6 µM] | -16%[172 µM] | 14 | ? | ? | -9%[88.5 µM]
Cc1noc2ccc(-c3cnn(Cc4ccccc4)c3)nc12 | ? | 0%[87.6 µM] | -15%[172 µM] | -12 | 22%[87.6 µM] | ? | -9%[88.5 µM]
CSc1ccc(CNC(=O)c2nnn3c2COC(c2ccc(Cl)cc2)C3)cc1 (stereo not given) | -17% | -4% | 7% | 1 | -12% | ? | i
Cc1ccc(Nc2ccnc(N3CCN(C(=O)Cc4ccc(F)cc4)CC3)n2)cc1 | ? | -6% | . | -16 | 7% | 32µM* | i
COc1ccccc1C(=O)N(Cc1ccco1)Cc1ccccc1F | . | 7% | . | 8 | 9% | . | .
Cc1ccc(C(=O)N2CCN(Cc3ccccc3-c3ccccc3F)CC2)cc1 | ? | 8%[12.5 µM] | . | 20 | -4% | ? | i
CC(C)C[C@@H](NC(=O)C1=C[C@@H](NC(=O)c2cccnc2)[C@@H](O)[C@H](O)C1)C(N)=O | -3%[172 µM] | 10%[87.6 µM] | 0%[172 µM] | -4 | -1%[87.6 µM] | i | -17%[88.5 µM]

Fetched by structure from the list above (4):
SMILES | HEK293 tox | SNCA viab count | FLuc inh | IP6K1 inhibitor | SNCA expr inh | 3T3 cytotox | GPT2 inhibitor
Cc1ccc(C(=O)N2CCN(Cc3ccccc3-c3ccccc3F)CC2)cc1 | ? | 8%[12.5 µM] | . | 20 | -4% | ? | i
Cc1noc2ccc(-c3cnn(Cc4ccccc4)c3)nc12 | ? | 0%[87.6 µM] | -15%[172 µM] | -12 | 22%[87.6 µM] | ? | -9%[88.5 µM]
Cc1ccc(Nc2ccnc(N3CCN(C(=O)Cc4ccc(F)cc4)CC3)n2)cc1 | ? | -6% | . | -16 | 7% | 32µM* | i
CSc1ccc(CNC(=O)c2nnn3c2COC(c2ccc(Cl)cc2)C3)cc1 (stereo not given) | -17% | -4% | 7% | 1 | -12% | ? | i

The results go on.
SMILES | HEK293 tox | SNCA viab count | FLuc inh | IP6K1 inhibitor | SNCA expr inh | 3T3 cytotox | GPT2 inhibitor
CS(=O)(=O)N1CCCN(C(=O)CCc2c[nH]c3ccccc23)CCNC(=O)CC1c1ccccc1 (stereo not given) | -15% | 6% | -9% | -11 | 17% | -25% | i
Cc1nc(CCNC(=O)C2CCCC2)no1 | 1% | -1% | 1% | 4 | -20% | -6% | i
COc1ccccc1N1CCN(C(=O)c2cnc(N3CCOCC3)c3ccccc23)CC1 | . | -5% | . | -14 | -15% | . | .
CCOC(=O)c1oc2ccc(S(=O)(=O)n3nc(-c4ccc(C)cc4)cc3N)cc2c1C | . | -8% | . | -1 | -13% | . | .
COc1ccc(C(=O)N[C@H]2C[C@@H](c3nc(-c4ccc(OC)cc4)no3)N(C)C2)cc1 | ? | ? | ? | -6 | 6%[87.6 µM] | ? | ?
CCc1ccc(CNC(=O)CCC2CCCN(S(=O)(=O)c3ccccc3C)C2)cc1 (stereo not given) | 40µM* | -4% | -8% | 3 | 9% | ? | -2%
CN(C)CCOC1=Cc2ccccc2Sc2ccc(Cl)cc21 | . | 13%[23.9 µM] | . | -4 | -26%[25.6 µM] | . | 2%
COc1ccc(-c2nnc(CCC(=O)N3CCCCC3)c(=O)[nH]2)cc1 | -14% | 1% | ? | -2 | 8% | -11% | i
CC(=O)Nc1ccc(CN(C)Cc2ccc(-c3ccccc3)cc2)cc1 | 79µM* | 1%[87.6 µM] | -7%[172 µM] | -1 | 43%[activator][87.6 µM] | ? | i
CC(C)CNc1nc(Oc2ccc(OCC(N)=O)nn2)nc(N2CCOCC2)n1 | . | 6% | . | -2 | 7% | . | .
Cc1ccc(-n2c3nc(=O)n(C)c(=O)c-3cc3ccccc32)c(C)c1 | . | ? | . | -1 | 12% | . | .
CN(Cc1ccc(-c2ccccc2)cc1)C(=O)C(C)(C)C | 63µM* | -2%[87.6 µM] | 35µM* | -6 | 117%[activator][87.6 µM] | ? | i
Cc1noc(C)c1S(=O)(=O)N1C[C@@H](Oc2cccnc2)C[C@H]1C(=O)NC1CC1 | -8% | -8% | -1% | 1 | 9% | -7% | i
CCS(=O)(=O)N1CCc2cc(C(=O)Nc3cccc(C)c3C)ccc21 | . | 4% | . | 7 | 49%[activator] | . | .
CCOc1ccc2nc(NC(=O)c3nc(SCc4ccc(C)cc4)ncc3Cl)sc2c1 | . | 0% | . | -11 | 1% | . | .
CCNC(=O)N1CCC2(CC1)CC(N(C)Cc1ccccc1)CCO2 (stereo not given) | 0% | -4% | -5% | -14 | -29% | -6% | i
Fc1ccc(N2CCN(c3ncnc4c3nc3n4CCCC3)CC2)cc1 | . | 10% | . | 28 | ? | . | .
COc1ccc(NC(=O)N2CCN3C(=O)CNC(=O)C3C2)c(C)c1 (stereo not given) | -10% | 2% | -4% | 5 | 34%[activator] | 0% | -24%
COc1c(C)c2c(c(O)c1C/C=C(\C)CCC(=O)O)C(=O)OC2 | . | 13%[23.9 µM] | . | 1 | 23%[25.6 µM] | . | ?
CCc1nncn1C1CCN(S(=O)(=O)c2cccs2)C1 (stereo not given) | 2% | -3% | -6% | 8 | -26% | 3% | 4%
CCc1ccccc1NC(=O)NC(CC)Cn1nnc2ccccc2c1=O (stereo not given) | . | 7% | . | 13 | -8% | . | .
COC(=O)c1ccc(NC(=O)c2cc(S(=O)(=O)N3CCOCC3)cn2C)cc1 | . | 1% | . | 14 | 20% | . | .
COc1ccc2c(Sc3ccc(Cl)cc3)c(C(=O)NCCCN3CCCCC3)[nH]c2c1 | . | -24% | . | -1 | ? | . | .
COCCCn1c(=O)c(C(=O)N2CCN(C(=O)c3ccccc3Cl)CC2)nc2cccnc21 | -14% | -6% | . | 5 | 24% | -18% | i
Cc1cccc(NC(=O)C2CCCN(S(=O)(=O)c3cnc[nH]3)C2)c1C (stereo not given) | . | -4% | . | -22 | 1% | . | .
Cc1ccccc1OCC(=O)Nc1c(C)ccc2nsnc12 | . | -8% | . | 8 | -4% | . | .
c1cnc(-c2nc(Cn3cc(C4CCOC4)nn3)cs2)nc1 (stereo not given) | -17% | 8% | 9% | -4 | 10% | -10% | ?
N[C@@]1(C(=O)O)CS(=O)(=O)[C@H]2[C@H](C(=O)O)[C@H]21 | . | 4% | . | . | -28% | . | 0%
COc1ccc([C@@H](NC(=O)Cc2c(F)cccc2Cl)C2CC(O)C2)cn1 (stereo not given in full) | i | -4% | -1% | 0 | 21% | i | i
COc1ccc(N2CCN(C(=O)c3c(C)oc4ncn(CC(C)C)c(=O)c34)CC2)cc1 | . | 9% | . | 10 | -3% | . | .
O=C(NCc1ccc(Cl)cc1)c1ccc2nnc(C3CCCC3)n2c1 | ? | 7% | . | -2 | -8% | 32µM* | -40%
CCSCCNC(=O)c1c(C)noc1-c1ccc(OC)cc1 | -2% | -7% | 1% | 3 | -3% | -18% | -16%
Cc1ccc(S(=O)(=O)/C=C/C#N)cc1 | . | ? | . | . | ? | . | -4%
CC(C)(C)OC(=O)N1CCC(c2c(C(=O)N3CCC(c4ccccc4)C3)cnn2-c2cccc(Cl)c2)CC1 (stereo not given) | . | -28% | . | 16 | ? | . | .
O=C(Nc1cccc(C(F)(F)F)c1)N1CCC(N2CC3CC(C2)[C@H]2CCCC(=O)N2C3)CC1 (stereo not given in full) | 0% | 3% | -4% | 13 | -2% | -2% | -5%
CCn1cc2c3c(cccc31)CN(C(=O)COc1ccc(F)cc1)CC2 | ? | -4% | 0% | 26 | -27% | ? | -10%
C1=C(c2cc(-c3cccc4cn[nH]c34)cn3cncc23)CCOC1 | ? | -9%[87.6 µM] | -4%[172 µM] | 29 | ? | ? | -1%[88.5 µM]
c1csc(-c2nc3ccccn3c2Nc2ccc3c(c2)OCCO3)c1 | . | -12% | . | 43 | -9% | . | .
COc1ccccc1N1CCN(c2ncccc2CNC(C)Cn2ccnc2)CC1 (stereo not given) | -15% | -7% | 12% | 6 | 34%[activator] | -11% | i
Cc1ccc(-c2noc([C@@H]3CCCN3C(=O)c3ccccn3)n2)cc1 | -21% | -18% | -18% | 0 | 9% | -32% | i
C[S+](=O)([O-])CCn1ncc2cc(OCc3cccc(-c4ccoc4)c3)ccc21 | 71µM* | -3%[87.6 µM] | ? | -10 | 100%[activator][87.6 µM] | ? | -14%[88.5 µM]
CCn1cc(C(=O)N2CCN(c3ccccc3OC)CC2)c2cc(OC)c(OC)cc2c1=O | . | -3% | . | -18 | -11% | . | .
COCc1c(C(=O)N[C@@H]2CN(Cc3cccnc3)C[C@H]2CN(C)C)noc1C | -4% | 7% | 2% | 2 | 1% | -6% | 3%
O=C(CCc1ccccc1)N1CCc2c(nc(-c3ccc(F)cc3)[nH]c2=O)C1 | 1% | 0% | -5% | 14 | -8% | -1% | i
O=C1OCCN1C1CCN([S+](=O)([O-])c2cccc(C(F)(F)F)c2)CC1 | -11% | -1% | . | 1 | -6% | -12% | -17%
Cc1ccc(C)c(N2CCN(S(=O)(=O)c3cc(Br)cc4c3N(C(=O)C3CC3)CC4)CC2)c1 | . | 9% | . | 4 | 49%[activator] | . | .
CC(C)(C)C(=O)N[C@H]1CO[C@H]2[C@@H]1OC[C@@H]2Nc1nccc(-c2cccc(F)c2)n1 | ? | 3%[87.6 µM] | -8%[172 µM] | -6 | 16%[87.6 µM] | -28%[174 µM] | 1%[88.5 µM]

Compound profiles, as listed above. Order of values: HEK293 tox	SNCA viab count	FLuc inh	IP6K1 inhibitor	SNCA expr inh	3T3 cytotox	GPT2 inhibitor
Profile of CC(C)(C)C(=O)N[C@H]1CO[C@H]2[C@@H]1OC[C@@H]2Nc1nccc(-c2cccc(F)c2)n1 : ?	3%[87.6 µM]	-8%[172 µM]	-6	16%[87.6 µM]	-28%[174 µM]	1%[88.5 µM]
Profile of Cc1ccc(C)c(N2CCN(S(=O)(=O)c3cc(Br)cc4c3N(C(=O)C3CC3)CC4)CC2)c1 : .	9%	.	4	49%[activator]	.	.

Screening data from PubChem.
